tim10-1 inh – growth inhibitors of tim10-1 mutant yeast, primary screen, luminescence, uHTS. inhibition, % at 20 µM. S. cerevisiae tim10-1 ts strain growth, BacTiter-Glo, 24 h. AID 463190, 2010. 2.2% of 330,000 active;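 active = inhibition of at least 40%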;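 note: mutant grown at 25 °C; 0% = DMSO wells with yeast and 100% = wells holding no yeast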
Mdm2-MdmX inh – inhibitors of human Mdm2-MdmX association, primary screen, cell-based, luminescence, split luciferase, SaOS-2, uHTS; SaOS-2 split-luciferase Mdm2/MdmX complementation; inhibition, % at 8 µM; 3% of 330,000 active;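 active = inhibition of at least 50% at 8 µM in the primary screen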
Target sequence (O15151 whole entry, looked up): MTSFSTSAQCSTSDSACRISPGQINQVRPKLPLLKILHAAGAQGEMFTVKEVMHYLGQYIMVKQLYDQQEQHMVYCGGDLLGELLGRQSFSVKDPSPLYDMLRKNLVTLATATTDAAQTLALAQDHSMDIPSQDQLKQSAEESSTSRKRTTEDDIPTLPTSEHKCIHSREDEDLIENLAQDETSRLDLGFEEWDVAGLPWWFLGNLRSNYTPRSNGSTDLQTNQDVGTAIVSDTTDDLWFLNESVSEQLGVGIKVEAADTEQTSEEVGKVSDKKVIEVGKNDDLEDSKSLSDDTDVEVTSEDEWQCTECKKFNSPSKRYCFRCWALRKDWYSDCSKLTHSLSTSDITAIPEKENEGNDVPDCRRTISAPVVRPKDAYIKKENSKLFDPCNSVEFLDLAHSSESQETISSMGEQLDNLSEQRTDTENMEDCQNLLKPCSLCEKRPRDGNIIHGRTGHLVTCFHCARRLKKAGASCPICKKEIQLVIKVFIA
Target sequence (Q00987 whole entry, looked up): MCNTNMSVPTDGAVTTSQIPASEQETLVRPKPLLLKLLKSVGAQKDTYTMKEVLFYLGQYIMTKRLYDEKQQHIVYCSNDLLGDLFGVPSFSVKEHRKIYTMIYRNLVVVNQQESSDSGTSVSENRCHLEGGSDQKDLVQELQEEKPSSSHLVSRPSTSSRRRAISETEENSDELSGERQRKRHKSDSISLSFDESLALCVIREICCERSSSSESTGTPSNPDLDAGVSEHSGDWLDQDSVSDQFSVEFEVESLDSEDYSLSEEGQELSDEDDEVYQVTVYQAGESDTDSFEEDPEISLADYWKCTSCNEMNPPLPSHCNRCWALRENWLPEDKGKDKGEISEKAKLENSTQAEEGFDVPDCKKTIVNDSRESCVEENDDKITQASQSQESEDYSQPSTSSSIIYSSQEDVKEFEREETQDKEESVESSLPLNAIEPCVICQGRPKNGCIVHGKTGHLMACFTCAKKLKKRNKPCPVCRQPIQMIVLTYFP
UPR CHOP act – activators of apoptotic CHOP UPR arm, primary screen, cell-based, CHO-CHOP luciferase reporter, luminescence, uHTS; activation, % at 10 µM; 0.34% of 330,000 active; AID 449763, 2010; UPR activation; percent of tunicamycin response over DMSO baseline;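 active = at 10 µM dose, activation of 40% or more, normalized to positive control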;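 note: 100% = tunicamycin at 10 µg/mL and 0% = DMSO alone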
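Test system: CHO-CHOP cells, stable luciferase reporter of PERK-eIF2a-CHOP signalling | Quantity: 500 CHO-CHOP cells per well | Buffer or medium: F12 plus 10% serum | Compound dosing: 10 µM single point, 0.5% DMSO | Schedule: 6 h compound treatment, 37 °C | Signal: Luciferase luminescence | Control set: Tunicamycin high control, DMSO low control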
TIM10 inh – growth inhibitors of isogenic TIM10 control yeast, primary screen, counter-screen for tim10-1 yeast inhibitor project, luminescence, uHTS. S. cerevisiae TIM10 strain growth, BacTiter-Glo luminescence, 24 h. AID 463195, 2010. 1.4% of 330,000 active. inhibition, % at 10 µM;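 active = inhibition of 40% or more at the single tested concentration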;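 note: wild-type TIM10 isogenic control strain grown at permissive 25 °C; 0% = DMSO yeast wells and 100% = minimal medium wells without yeast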
APJ antag – antagonists of human apelin receptor APJ, primary screen, CHO-K1 cells, beta-arrestin complementation, luminescence; AID 2521, 2010; P35414; 0.32% of 330,000 active; inhibition, % at 20 µM;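 active = inhibition above about 40% at 20 µM, limit read from the data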;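 note: cells challenged with 10 nM apelin-13 agonist together with compound; plate controls were apelin-13 plus DMSO wells for no effect and DMSO wells lacking apelin-13 for full effect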
tim23-1 inh – growth inhibitors of tim23-1 mutant yeast, primary screen, luminescence, uHTS; inhibition, % at 20 µM; S. cerevisiae tim23-1 growth, BacTiter-Glo luminescence, 24 h; 1.3% of 330,000 active; AID 463212, 2010;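 active = growth inhibition of the mutant yeast at or above 50%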;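 note: temperature-sensitive mutant grown at 25 °C; plate controls were DMSO-treated mutant yeast for no effect and medium wells lacking yeast for full effect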
CXCR6 inh – CXCR6 receptor inhibitors, primary screen, cell-based, beta-arrestin, luminescence, CHO-K1 PathHunter, 1536-well; C-X-C chemokine receptor type 6 (Homo sapiens), O00574; inhibition, % at 20 µM; 0.36% of 360,000 active; in the data active = inhibition above about 34%, passing the limit was not always enough;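 note: antagonist mode with CXCL16 agonist at 10 nM final; 0% = 10 nM CXCL16 with DMSO and 100% = unstimulated wells without agonist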
UPR XBP1 act – activators of adaptive XBP1 UPR arm, primary screen, cell-based, CHO-XBP1 luciferase reporter, luminescence, uHTS. IRE1-XBP1 UPR activation; percent of tunicamycin response, DMSO as zero. 0.33% of 330,000 active. activation, % at 20 µM;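 active = versus positive control, 20 µM dose yields 30% or more activation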;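 note: 100% = tunicamycin at 10 µg/mL and 0% = DMSO only wells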
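Material: CHO-XBP1 cells stably carrying IRE1-XBP1-driven luciferase reporter | Medium: F12 with 10% serum | Compound dosing: 20 µM single concentration, DMSO 1% | Incubation: Overnight seeding at 37 °C, 6 h compound treatment at 37 °C | Detection: Steady-Glo luminescence read | Read-out basis: % activation of reporter signal versus tunicamycin and DMSO controls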
APJ ag – agonists of human apelin receptor APJ, primary screen, CHO-K1 cells, PathHunter beta-arrestin, luminescence | AID 2520, 2010 | activation, % at 20 µM | 0% DMSO wells, 100% apelin | P35414 | 0.11% of 330,000 active;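 active = activation more than six SD over the plate average, tested at 20 µM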;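 note: 0% = DMSO alone and 100% = apelin-13 at 10 nM; some results filed as inactive read as strong as hits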
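system = engineered CHO-K1 APJ arrestin reporter cells | input = 1000 cells per well | timing = overnight seeding, 90 min compound at 25 °C, 1 h detection | measured by = enzyme-fragment complementation luminescence | read-out = beta-arrestin recruitment to APJ as agonist activity, luminescent signal | control set = negative DMSO alone, positive Apelin-13 at 10 nM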
Active calls of the source: *; . = not tested or not shown.

SMILES	tim10-1 inh	Mdm2-MdmX inh	UPR CHOP act	TIM10 inh	APJ antag	tim23-1 inh	CXCR6 inh	UPR XBP1 act	APJ ag
CCc1nnc(NC(=O)CN2CCN(Cc3ccc(C)cc3)CC2)s1	5	-9	-1.8	-4	3	7	3	-6	-3
CCOC(=O)Nc1c(Cl)n(C)c(=O)n(C)c1=O	-3	-5	1.3	8	0	7	-2	-4	-3
COc1nccnc1NS(=O)(=O)c1ccc(NC(=S)NC(=O)c2ccc(F)c(F)c2)cc1	18	-38	-1.2	4	2	-1	12	-3	-1
Cc1c(C(=O)N2CC(C)OC(C)C2)[nH]c2ccc(Br)cc12 (configuration not stated)	26	-1	-2.1	-8	3	21	1	1	-1
CC(=O)c1sc(NC(=O)c2cc(-c3ccccc3)nn2-c2ccccc2)nc1C	27	32	-0.6	3	5	20	7	-4	0
CCC1CCCCN1C(=O)c1cccc(S(=O)(=O)Nc2cc(C(F)(F)F)ccc2Cl)c1 (configuration not stated)	39	-5	-0.7	17	3	36	10	0	2
O=C(CCCN=C1NS(=O)(=O)c2ccccc21)OCc1cc([N+](=O)[O-])cc2c1OCOC2	0	11	-0.3	-6	-7	-2	-4	1	-5
CC(C)Cn1c(SCC(=O)N2CCCc3ccccc32)nc2ccccc2c1=O	-42	4	-0.1	-33	8	22	.	0	-4
Cc1cc(C(=O)c2ccc3ccccc3c2)c(C)o1	3	44	3.7	8	17	16	4	4	-1
O=[N+]([O-])c1ccccc1N/N=C/c1ccccc1	1	-69	2.9	-15	12	4	11	-2	-3
Cc1ccc(S(=O)(=O)N(C)c2ccc(OCC(=O)OCc3ccc(C#N)cc3)cc2)cc1	19	1	1.7	12	-2	26	-1	-1	-4
Cc1ccc(Nc2nc3c([nH]2)c(=O)n(C)c(=O)n3C)cc1	4	-1	-1.6	9	-23	2	-2	0	0
COC(=O)c1ccccc1NC(=O)N1CCN(c2ccccc2F)CC1	38	-9	-2.6	22	17	7	5	3	1
Cc1cnc(Sc2ncccc2[N+](=O)[O-])nc1	-1	-5	-1.1	-1	-12	19	6	-1	13
CC(=O)N/C(=C\c1ccccc1)C(=O)OCc1cc(C)ccc1C	5	12	-0.4	-1	-24	8	6	0	-3
Cc1onc(-c2ccccc2)c1C(=O)NC(C)C1CCCO1 (configuration not stated)	17	-3	2.3	-1	-17	-10	6	0	-3
C[C@H](CO)N1C[C@H](C)[C@@H](CN(C)C(=O)NC2CCCCC2)Oc2ccc(NC(=O)NC3CCCCC3)cc2C1=O	2	9	0.0	-5	7	13	-14	-5	-2
Cc1cccn2c(=O)c3cc(C(=O)NCCc4ccccc4)c(=N)n(Cc4ccco4)c3nc12	-9	100*	6.3	10	13	4	23	0	0
O=C(Nc1sc2c(c1C(=O)O)CCCC2)c1cccs1	12	-36	10	-6	-15	12	13	2	-2
C[C@H](N)C(=O)OCc1ccc([N+](=O)[O-])cc1	-7	1	2.3	15	11	-16	5	2	-4
O=C(Cc1c(F)cccc1Cl)OCC(=O)c1ccc[nH]1	11	-31	0.5	5	16	18	3	5	1
COC(=O)CC(NS(=O)(=O)c1cccs1)c1ccccc1Cl (configuration not stated)	22	17	-0.9	3	3	-7	2	2	0
COCc1nnc(NC(=O)c2ccc(S(=O)(=O)N(C)C3CCCCC3)cc2)o1	7	-4	0.9	15	16	6	4	-3	0
CC(=O)N1N=C(c2ccco2)CC1c1ccc(C)cc1 (configuration not stated)	-1	17	4.4	-2	-17	10	-2	-2	-6
CC(=O)c1ccc(N2CCN(C(=O)c3cc4c(s3)CCCC4)CC2)cc1	47*	-5	10	13	6	34	-7	2	-6
CC(=O)Nc1ccc(S(=O)(=O)Oc2ccccc2N2C(=O)C3C4CCC(C4)C3C2=O)cc1 (configuration not stated)	-4	9	0.3	-8	1	-12	3	-4	-2
O=C1CCCN1CCCNS(=O)(=O)c1ccc(Br)cc1	2	-25	3.4	9	12	1	1	-2	-4
CCOc1ccc(NC(=O)CN(C)C(=O)C2=COCCO2)cc1OCC	7	4	-0.5	3	-22	12	8	1	2
CCCCn1nc(NC(=O)c2cccs2)c2cc3ccccc3nc21	48*	21	-0.2	25	-5	49	14	0	0
CC1CCCN(C(=O)COC(=O)/C=C/c2ccc(C(F)(F)F)cc2)C1 (configuration not stated)	5	5	0.7	13	-3	21	-2	-3	-6
OC1C2CN3CCN(C2)CC1(Cc1ccccc1)C3 (configuration not stated)	2	19	-1.5	-8	14	-4	-9	-1	0
CCN1CCc2c(sc(NC(=O)Cc3ccccc3)c2C(=O)OC)C1	-3	8	-0.2	6	6	7	8	-2	-5
Cc1ccc(O)c(N)c1	-5	42	1.5	1	-17	-12	-9	3	1
C=CCn1c(CCNC(=O)c2ccccc2F)nnc1SCc1nc2ccccc2c(=O)[nH]1	6	15	-0.4	9	-47	10	-10	0	3
Cc1cccc(NC(=O)N2CCC(NC(=O)C3CCCCC3)CC2)c1	-18	-5	1.0	9	3	-1	-21	-5	-1
N/C(=N\OC(=O)c1ccc([N+](=O)[O-])cc1)c1ccc(Br)cc1	9	-24	7.2	10	-30	32	-14	0	10
CCc1[nH]nc(C(=O)N2CCCC(CNS(=O)(=O)c3cccs3)C2)c1C (configuration not stated)	-9	7	-0.6	3	3	1	-6	-1	-2
O=C(Cc1ccccc1)NCC(=O)N1CCc2ccccc2C1	6	16	0.4	-14	10	10	2	1	-2
CCc1nnc(N2C(=N)SCC2=O)s1	9	20	-3.1	-5	15	11	3	-1	-2
N#CCc1c(C#N)c(N)nc(N2CCN(S(=O)(=O)c3ccccc3)CC2)c1C#N	14	13	-2.1	11	18	2	-7	11	-1
c1ccc(Oc2cccc(OCCn3cncn3)c2)cc1	19	26	2.0	7	12	8	0	0	5
COc1ccc(CNC(=O)CCC(=O)n2ncc3cc(C)ccc32)cc1	-5	26	0.7	-16	14	1	-6	-1	2
O=C(CN1C(=O)c2ccccc2S1(=O)=O)NCCSCc1ccccc1Cl	-8	11	1.8	-20	-15	9	5	1	-1
CC(C)(C)C(=O)Nc1cc(C(F)(F)F)ccc1N1CCOCC1	10	28	-2.5	4	2	3	-1	-1	-4
Cc1cc(C)c(C)c(S(=O)(=O)N2CCC(C(=O)N3CCCC3)CC2)c1C	12	-22	1.6	-3	-5	23	12	-1	0
COc1ccc(C(NC(=O)C(C)(C)C)NC(=O)C(C)(C)C)cc1	18	18	2.6	8	-3	10	4	-1	-2
Cc1ccc(N(CC(=O)NC2CCCCC2C)S(=O)(=O)c2c(C)nn(C)c2C)cc1 (configuration not stated)	26	19	3.2	5	8	23	-9	-2	-5
CC1=NNC(=O)/C1=C\c1cn(-c2ccccc2)nc1-c1cccs1	19	83*	-8.6	88*	-7	19	1	-9	26*

Rewritten in markdown: part of the list above.
| SMILES | tim10-1 inh | Mdm2-MdmX inh | UPR CHOP act | TIM10 inh | APJ antag | tim23-1 inh | CXCR6 inh | UPR XBP1 act | APJ ag |
| --- | --- | --- | --- | --- | --- | --- | --- | --- | --- |
| CCc1nnc(NC(=O)CN2CCN(Cc3ccc(C)cc3)CC2)s1 | 5 | -9 | -1.8 | -4 | 3 | 7 | 3 | -6 | -3 |
| CCOC(=O)Nc1c(Cl)n(C)c(=O)n(C)c1=O | -3 | -5 | 1.3 | 8 | 0 | 7 | -2 | -4 | -3 |
| COc1nccnc1NS(=O)(=O)c1ccc(NC(=S)NC(=O)c2ccc(F)c(F)c2)cc1 | 18 | -38 | -1.2 | 4 | 2 | -1 | 12 | -3 | -1 |
| Cc1c(C(=O)N2CC(C)OC(C)C2)[nH]c2ccc(Br)cc12 (configuration not stated) | 26 | -1 | -2.1 | -8 | 3 | 21 | 1 | 1 | -1 |
| CC(=O)c1sc(NC(=O)c2cc(-c3ccccc3)nn2-c2ccccc2)nc1C | 27 | 32 | -0.6 | 3 | 5 | 20 | 7 | -4 | 0 |
| CCC1CCCCN1C(=O)c1cccc(S(=O)(=O)Nc2cc(C(F)(F)F)ccc2Cl)c1 (configuration not stated) | 39 | -5 | -0.7 | 17 | 3 | 36 | 10 | 0 | 2 |
| O=C(CCCN=C1NS(=O)(=O)c2ccccc21)OCc1cc([N+](=O)[O-])cc2c1OCOC2 | 0 | 11 | -0.3 | -6 | -7 | -2 | -4 | 1 | -5 |
| CC(C)Cn1c(SCC(=O)N2CCCc3ccccc32)nc2ccccc2c1=O | -42 | 4 | -0.1 | -33 | 8 | 22 | . | 0 | -4 |
| Cc1cc(C(=O)c2ccc3ccccc3c2)c(C)o1 | 3 | 44 | 3.7 | 8 | 17 | 16 | 4 | 4 | -1 |
| O=[N+]([O-])c1ccccc1N/N=C/c1ccccc1 | 1 | -69 | 2.9 | -15 | 12 | 4 | 11 | -2 | -3 |
| Cc1ccc(S(=O)(=O)N(C)c2ccc(OCC(=O)OCc3ccc(C#N)cc3)cc2)cc1 | 19 | 1 | 1.7 | 12 | -2 | 26 | -1 | -1 | -4 |
| Cc1ccc(Nc2nc3c([nH]2)c(=O)n(C)c(=O)n3C)cc1 | 4 | -1 | -1.6 | 9 | -23 | 2 | -2 | 0 | 0 |

Next part:
SMILES	tim10-1 inh	Mdm2-MdmX inh	UPR CHOP act	TIM10 inh	APJ antag	tim23-1 inh	CXCR6 inh	UPR XBP1 act	APJ ag
CCOC(=O)CNC(=S)N(Cc1ccco1)Cc1ccccc1Cl	31	14	1.5	22	3	26	2	-4	-4
CCOc1c(N2CC(C)OC(C)C2)c(=O)c1=O (configuration not stated)	9	-18	-1.3	12	5	9	-1	-1	4
O=C(/C=C/c1ccccc1[N+](=O)[O-])N1CCOCC1	-2	-2	-1.0	6	6	0	3	-3	-3
CSc1nncc(-c2ccc(F)cc2)n1	4	8	5.8	-2	7	6	-1	-1	0
COC(=O)c1c(N)n(CCCN2CCOCC2)c2nc3ccccc3nc12	1	-12	1.4	-6	-3	6	-13	3	5
COc1ccc(NC(=S)Nc2cnc3ccccc3c2)c(OC)c1	1	-15	-1.4	-1	9	5	-2	2	-6
CCCOC(=O)CCCCC1SCC(NC(=O)OC)C1NC(=O)OC (configuration not stated)	-1	8	-1.1	3	4	1	-1	3	-1

These rows are one share of the data, so the mix of outcomes need not match the whole.
